PAFAH2 FP inh: inhibitors of human PAFAH2; 340,000 compounds, 0.99% hits; inhibition, % at 3.39 µM; Q99487; recombinant PAFAH2, FP-rhodamine activity probe, fluorescence polarization; AID 492956;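 active = inhibition above the mean over all tested compounds plus 3 SD, cut at about 30% in these data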;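 also: inhibitors block probe labeling of enzyme so polarization drops; 0% = enzyme with DMSO and 100% = wells lacking PAFAH2 protein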
PAFAH1B3 FP inh: blocks human PAF acetylhydrolase 1B catalytic subunit 3; 340,000 compounds, 0.28% hits; inhibition, % at 3.39 µM; recombinant PAFAH1B3, FP-rhodamine probe, fluorescence polarization; Q15102;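 active = inhibition above the screen-wide average of all tested compounds plus 3 SD, cut at about 25% in these data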;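 also: 0% = enzyme with DMSO only and 100% = wells lacking PAFAH1B3 protein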
Target sequence (Q15102 whole entry, looked up): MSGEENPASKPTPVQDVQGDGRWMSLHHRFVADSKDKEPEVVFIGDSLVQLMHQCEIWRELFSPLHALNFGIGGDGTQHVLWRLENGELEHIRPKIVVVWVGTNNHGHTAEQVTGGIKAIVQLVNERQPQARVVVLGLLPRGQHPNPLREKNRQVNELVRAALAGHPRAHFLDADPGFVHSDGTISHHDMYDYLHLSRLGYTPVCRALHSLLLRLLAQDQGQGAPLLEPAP
Fam108B inh: counter-screen for RBBP9 inhibitors: inhibitors of mouse Fam108B; 300,000 compounds, 0.33% hits; inhibition, % at 9.51 µM; recombinant Fam108B, FP-Rh probe fluorescence polarization;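 active = inhibition above the screen mean inhibition plus 3 SD, computed separately per campaign, cut at about 18% in these data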;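 also: inhibitors lower polarization as less probe binds the enzyme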
GSTO1 counter: GSTO1 inhibition, counter-screen for RBBP9 inhibitors; P78417; recombinant GSTO1, activity-based probe fluorescence polarization; inhibition, % at 5.96 µM; 300,000 compounds, 1.1% hits;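 active = inhibition above the campaign mean inhibition plus 3 SD, cut at about 35% in these data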;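 also: 0% = GSTO1-1 with DMSO and 100% = wells lacking GSTO1-1 enzyme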
PAFAH1B2 inh: PAFAH1B2 (human) inhibition; P68402; recombinant PAFAH1B2, FP-rhodamine activity probe, fluorescence polarization; inhibition, % at 3.39 µM; 340,000 compounds, 1.2% hits; AID 492953;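 active = inhibition above the mean of all tested compounds plus 3 SD, cut at about 24% in these data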;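 also: 0% = enzyme with DMSO and 100% = wells lacking PAFAH1B2; many of its hits are not listed in these tables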
Target sequence (P68402 whole entry, looked up): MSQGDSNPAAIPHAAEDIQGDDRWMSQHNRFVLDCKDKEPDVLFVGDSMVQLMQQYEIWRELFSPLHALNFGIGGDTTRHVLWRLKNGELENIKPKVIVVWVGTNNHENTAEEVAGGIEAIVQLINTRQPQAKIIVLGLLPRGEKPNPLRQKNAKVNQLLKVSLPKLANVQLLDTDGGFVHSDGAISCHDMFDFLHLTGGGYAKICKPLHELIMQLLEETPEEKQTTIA
LYPLA1 counter: blocks human lysophospholipase 1, a PME1 counter-screen | O75608 | 320,000 compounds, 0.16% hits | recombinant LYPLA1, FP-Rh probe fluorescence polarization | AID 2174 | inhibition, % at 5.9 µM;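 active = inhibition above the mean of all tested compounds plus 3 SD, set per campaign, cut at about 14% in these data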;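 also: inhibitors block serine hydrolase probe labeling of LYPLA1 so polarization falls; 0% = enzyme with DMSO and 100% = wells lacking LYPLA1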
PAD4 FP inh: PAD4 (human) enzyme inhibition | recombinant PAD4, RCA probe fluorescence polarization | 330,000 compounds, 0.41% hits | inhibition, % at 6.36 µM | Q9UM07;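 active = percent inhibition above a cutoff equal to the mean of all tested compounds plus 3 SD, cut at about 15% in these data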;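 also: 0% = PAD4 with RCA probe and DMSO and 100% = probe without PAD4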
Target sequence (Q9UM07 whole entry, looked up): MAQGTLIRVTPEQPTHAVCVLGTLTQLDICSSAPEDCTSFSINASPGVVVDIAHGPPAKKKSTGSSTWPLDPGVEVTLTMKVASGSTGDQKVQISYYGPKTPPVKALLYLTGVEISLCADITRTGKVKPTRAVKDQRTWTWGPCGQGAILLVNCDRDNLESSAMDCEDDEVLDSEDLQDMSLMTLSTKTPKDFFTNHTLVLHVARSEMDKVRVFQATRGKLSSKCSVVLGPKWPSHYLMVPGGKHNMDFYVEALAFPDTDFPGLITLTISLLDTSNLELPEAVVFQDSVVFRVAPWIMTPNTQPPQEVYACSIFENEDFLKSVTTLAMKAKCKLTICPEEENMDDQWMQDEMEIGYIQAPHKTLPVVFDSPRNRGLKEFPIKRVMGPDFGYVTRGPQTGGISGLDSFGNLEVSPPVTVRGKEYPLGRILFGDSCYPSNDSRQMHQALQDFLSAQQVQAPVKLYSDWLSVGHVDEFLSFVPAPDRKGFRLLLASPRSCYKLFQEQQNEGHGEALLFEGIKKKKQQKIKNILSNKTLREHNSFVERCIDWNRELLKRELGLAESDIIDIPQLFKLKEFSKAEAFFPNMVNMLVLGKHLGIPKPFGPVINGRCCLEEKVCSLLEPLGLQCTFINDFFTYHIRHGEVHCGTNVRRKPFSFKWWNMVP
pPAFAH inh: inhibitors of human plasma PAF acetylhydrolase (pPAFAH). recombinant pPAFAH, FP-rhodamine probe fluorescence polarization. AID 463082. inhibition, % at 3.39 µM. Q13093. 330,000 compounds, 1.5% hits;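 active = inhibition above the mean inhibition across the screen plus 3 SD, cut at about 25% in these data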;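 also: inhibitors block binding of the rhodamine activity-based probe so polarization drops; 0% = enzyme with DMSO and 100% = wells lacking pPAFAH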
PME-1 primary: blocks human protein phosphatase methylesterase 1. recombinant PME-1, FP-Rh probe fluorescence polarization. Q9Y570. inhibition, % at 5.9 µM. 320,000 compounds, 0.53% hits. AID 2130;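 active = inhibition above the campaign mean of all compounds plus 3 SD, cut at about 26% in these data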;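 also: competitive labeling of PME-1 active site by serine hydrolase directed probe; 0% = PME-1 with DMSO and 100% = wells lacking PME-1 enzyme; inhibitors block probe labeling so polarization falls and inhibition rises; many of its hits are not listed in these tables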
* = called active by the depositor; / = not tested or not shown.

SMILES	PAFAH2 FP inh	PAFAH1B3 FP inh	Fam108B inh	GSTO1 counter	PAFAH1B2 inh	LYPLA1 counter	PAD4 FP inh	pPAFAH inh	PME-1 primary
CCOc1cc(C)nc(N2CCCC(C(=O)NCc3ccccc3F)C2)n1 (centres undefined)	3	-3	0	2	4	4	0	8	-1
O=C1CC(c2ccco2)Cc2nc(Nc3ccc(F)cc3)ncc21 (centres undefined)	0	2	8	-6	0	-2	0	1	2
COc1cc(C(=O)OCC(=O)N2CCC(C)CC2)cc2c1OCCO2	12	6	/	/	9	0	-2	3	1
CCOCCCNC(=O)C(c1ccc(OC)cc1)N(Cc1ccc2c(c1)OCO2)C(=O)c1cnccn1 (centres undefined)	0	6	-2	10	-2	1	-8	1	2
CCOC(=O)C(/C=C(\C#N)C(=O)OCC)=C(/N)N1CCN(c2ccc(Cl)cc2)CC1	14	-3	10	3	2	3	1	0	-8
NC(=O)C1(N2CCCCC2)CCN(Cc2nc3ccccc3c(=O)[nH]2)CC1	5	-8	2	-9	-2	-3	-1	3	0
O=[N+]([O-])c1cc(C(F)(F)F)ccc1Oc1cccnc1[N+](=O)[O-]	0	1	-6	11	-1	0	-4	6	-5
COc1ccccc1C1CCN(C(=O)c2ccc(C(C)(C)C)cc2)CC1	5	7	3	2	-3	-2	4	7	-4
CCC(C)[C@@H](C(=O)N1CCNCC1)n1cc(CCCN=C(N)N)nn1 (some centres undefined)	6	8	-8	7	5	-7	1	-1	-3
O=C(O)CN1C(=O)S/C(=C\c2ccc3c(c2)OCO3)C1=O	-2	0	1	7	-4	0	6	5	2
O=C(NCc1ccc(F)cc1)C(c1ccco1)N(C(=O)c1csnn1)c1ccccc1 (centres undefined)	5	4	-3	10	7	1	4	-2	1
Cc1c(C(=O)NCCO)sc2nc3n(c(=O)c12)CCC3	3	-9	-4	2	2	-3	-3	4	2
COC(=O)c1ccccc1NC(=O)N1CCN(Cc2ccco2)CC1	0	7	2	-3	6	-3	-6	-6	-2
Cc1c(NC(=O)c2nn3c(C(F)(F)F)cc(-c4ccccc4)nc3c2Br)c(=O)n(-c2ccccc2)n1C	-4	3	2	1	0	4	3	18	0
COc1ccccc1C1CCN(Cc2c(C)[nH]c3ccccc23)CC1	0	4	-2	13	3	-2	-1	2	-2
Cc1ccc(C(=O)OCc2nc3ccccc3s2)o1	11	7	0	2	1	1	1	3	4
CON1C(=O)C(=O)N(OC)C2CCCCCC21 (centres undefined)	1	3	6	-2	2	0	-2	20	2
O=C1CC[C@@H](CN(Cc2ccccc2)Cc2cn[nH]c2-c2cc3ccccc3o2)N1	-2	4	7	-2	1	-1	-4	1	12
CC1(S(=O)(=O)O)CC(=O)c2ccccc2C1=O (centres undefined)	5	14	8	74*	3	2	0	-2	8
COc1ccc(N(C)C(=O)CCC(=O)Nc2ccc3nc(N4CCOCC4)cc(C)c3c2)c(OC)c1	-11	-1	-2	-1	3	0	6	8	-6
COc1cccc(C(=O)NCC(C)(C)SCc2ccc(F)cc2)c1	-6	5	-4	0	7	1	0	8	-3
C/C(=N\NC(=O)C(=O)Nc1cccc(C(F)(F)F)c1)c1ccc(Cl)s1	-1	-3	2	4	1	0	2	4	1
Clc1ncc(CSc2ccccc2)s1	-3	3	5	4	9	2	0	3	1
Cc1cc(C)cc(NC(=O)Nc2ccc(Cl)cn2)c1	8	3	0	1	1	-1	-1	-6	1
N#Cc1nc(COc2ccccc2)oc1N1CCCC1	0	-4	1	-6	0	-2	-2	6	-1

Further entries:
SMILES	PAFAH2 FP inh	PAFAH1B3 FP inh	Fam108B inh	GSTO1 counter	PAFAH1B2 inh	LYPLA1 counter	PAD4 FP inh	pPAFAH inh	PME-1 primary
COc1ccc2ccccc2c1CN1CCN(C)CC1	4	8	-4	-2	2	3	2	7	3
O=C(CCS(=O)(=O)c1cccs1)Nc1ccc(C(=O)NC2CCN(Cc3ccccc3)CC2)cc1	-9	2	-3	0	3	-1	3	4	5
CC(=O)NC1(C2CCCCC2=O)CCCCC1 (centres undefined)	-5	-5	0	0	4	-3	2	-2	-6
COc1cccc(-c2cc(C(=O)N3CCN(c4ncccn4)CC3)c3ccccc3n2)c1	6	2	4	-2	0	-3	1	-3	2
CCOc1ccccc1NC(=O)C1CCCN(S(=O)(=O)c2cccc3cccnc23)C1 (centres undefined)	-3	2	1	-2	5	2	-3	3	6
COc1ccc(NC(=O)CCC(=O)OCc2ccc([N+](=O)[O-])cc2)cc1	4	-2	0	3	-1	0	-3	1	1
CC1(C)CC(=O)N(c2cccc(Cl)c2)C(=O)C1	3	4	0	4	3	3	-1	3	-9
Cc1ccn(CC(=O)N/N=C/c2cc([N+](=O)[O-])ccc2O)n1	2	8	6	1	4	-1	2	0	0
COC(=O)c1nnn(-c2nc(N(C)C)nc(N(C)C)n2)c1C	3	8	0	11	1	-1	0	3	-4
CCN(CC)C(=O)CN1C(=O)/C(=C/c2ccccc2)SC1=S	-2	5	-1	21	6	0	4	-1	6
O=C(COC(=O)c1ccccc1-c1ccccc1[N+](=O)[O-])c1ccccc1	13	2	1	7	3	-6	0	6	-7
O=C(NCc1ccco1)C1CCCN1C(=O)Nc1ccccc1[N+](=O)[O-] (centres undefined)	3	9	1	2	2	-3	0	3	3
CCN(CCn1cccn1)C(=O)CCc1nnc(CCCc2ccccc2)o1	4	-1	0	1	5	1	-4	-3	-3
CC(=O)C[C@@H](O)CC(=O)[C@H]1OC(=O)[C@H](C)CCCCc2ccccc21	10	7	/	/	8	/	-3	3	/
CC1CCCN(C(=O)Cc2ccc(F)cc2)C1 (centres undefined)	-3	10	1	3	6	-1	4	5	1
CC1(C(=O)OCC(=O)Nc2ccccc2)CC1(Cl)Cl (centres undefined)	56*	2	-1	-1	1	-4	-3	4	-1
CC1OC2(C)OC(=N)C1(C#N)C(C#N)(C#N)C2c1ccccc1 (centres undefined)	18	12	14	10	13	11	25*	6	16
CC1CN(S(=O)(=O)c2cccc(C(F)(F)F)c2)CC(C)O1 (centres undefined)	/	/	-2	-10	/	0	-3	2	-2
N#Cc1ccccc1Cn1c(-c2cscn2)nc2ccccc21	1	1	7	9	3	1	0	3	6
CCc1ccccc1OCCCCN1CCCC1	6	1	4	2	2	0	-1	3	-1
O=C1OC[C@@H]2CCCN2C(=O)[C@H](CC(=O)N(CCO)Cc2ccccc2)C/C=C\CC[C@@H]1Cc1ccc(F)cc1	4	1	/	/	0	/	2	5	/
COC(=O)c1sc2ncccc2c1OCc1c(Cl)cccc1Cl	4	13	-6	-6	0	-2	-2	7	-3
COCCn1nnnc1C(c1cccc(C(F)(F)F)c1)N1CCOCC1 (centres undefined)	1	8	-1	2	0	1	-5	-2	-4
Cc1cccc(N2CC(C(=O)Nc3ccc(S(=O)(=O)N4CCOCC4)cc3)CC2=O)c1 (centres undefined)	-4	1	-5	-3	2	0	1	7	1
CCCn1c(SCC(N)=O)nnc1C(C)C	-11	-2	-3	-1	1	-2	4	6	-2

Further compounds follow.
SMILES	PAFAH2 FP inh	PAFAH1B3 FP inh	Fam108B inh	GSTO1 counter	PAFAH1B2 inh	LYPLA1 counter	PAD4 FP inh	pPAFAH inh	PME-1 primary
COc1ccc(/C(C)=N\NC(=O)CSc2nnc(C)s2)cc1	-1	3	4	8	5	-2	2	-2	-12
Cc1cc(Cl)c(S(=O)(=O)NC2CCCC2)cc1OCC(=O)NC1CCCCC1	5	6	3	6	7	1	-2	1	1
CCCCn1c2c(c3ccccc31)CCc1nonc1-2	-5	-7	-2	1	4	-2	4	2	-4
COC(=O)c1ccc(C2C(C(=O)c3ccco3)=C(O)C(=O)N2CC2CCCO2)cc1 (centres undefined)	-4	3	-5	2	2	3	-2	-4	1
COc1cccc(NC(=O)CN(C)C(=O)/C=C/c2cn(Cc3ccccc3)nc2-c2cccnc2)c1	-1	8	0	4	-3	-2	0	1	-2
CN(C)CCN(C(=O)c1ccco1)c1nc2cc3c(cc2s1)OCCO3	-1	9	2	0	7	-1	-1	-4	6
COc1ccc(CCn2c(=N)c(C(=O)NC3CCCC3)cc3c(=O)n4ccccc4nc32)cc1	1	-2	-4	0	-4	5	1	4	2
CC1=NN(C(N)=S)C(=O)C1N=Nc1cccc2ccccc12 (centres undefined)	/	/	23*	-20	/	-2	4	13	3
C=CCN(c1ccccc1)S(=O)(=O)c1ccc2[nH]cc(C(=O)NCCOC)c(=O)c2c1	9	3	-7	-8	8	-5	1	5	-1
COc1ccccc1NC(=O)COC(=O)/C=C/c1ccc(OC)c(OC)c1	37*	8	/	/	5	/	-1	4	/
O=C(c1ccc(F)cc1)N1CCC(c2ccccc2)C1 (centres undefined)	11	16	-3	-2	0	-2	-4	-3	-4
COc1ccc(CCNC(=O)c2nc3ncccn3n2)cc1OC	0	11	-3	8	8	-3	4	-3	1
COc1ccc(/C=N/NC(=O)CSc2nnc(C)n2-c2ccccc2)c(OC)c1OC	-9	13	1	4	6	3	3	2	2
CCn1cc(C(=O)NNC(=O)c2ccc(Cl)cc2)c(=O)c2ccc(C)nc21	-3	7	-1	-9	4	1	1	4	4
Cc1cc(NC(=O)CSc2nnnn2-c2ccccc2)no1	-1	4	-4	-4	3	0	0	6	0
CCC(c1nc2ccccc2c(=O)n1CCN1CCOCC1)N1C(=O)c2ccccc2C1=O (centres undefined)	-2	3	7	-5	2	1	-1	1	-2
CCc1cccc(CC)c1NC(=O)C(NS(=O)(=O)c1cccs1)c1ccccc1 (centres undefined)	-2	-7	-5	-10	3	-3	1	-4	-4
Cc1cccc(N(CC(=O)NC2CCCCC2)C(=O)CCCC(=O)Nc2ccccn2)c1	5	2	3	0	2	2	-5	7	3
CSc1ccccc1NC(=O)CN(C)C(=O)COc1ncnc2ccccc12	5	1	/	/	7	/	3	-3	/
O=C(NCc1ccccn1)c1ccc(Cl)c(S(=O)(=O)N2CCCCCC2)c1	4	11	5	-2	-4	-2	0	3	6
Cc1cccc(OCC(=O)NC2CCCCCC2)c1C	-11	-3	1	5	0	-6	-10	-5	-7
Cc1oc(C(C)(C)C)cc1C(=O)N1CCN(C(c2ccccc2)c2ccccc2)CC1	-5	1	2	2	-5	2	-2	2	-1
O=C(O)C1C2C=CC(C2)C1C(=O)N1CCN(CCO)CC1 (centres undefined)	14	3	2	9	0	3	-3	7	0
O=C(CCNS(=O)(=O)c1ccc(Br)s1)NCc1ccccc1Cl	-5	6	0	-7	11	-3	0	0	-3
N#CC1(c2ccccc2)CCC(=O)N1c1ccccc1 (centres undefined)	7	7	0	-4	3	3	-3	3	3
CCOc1ccc(C(=O)NCC(=O)NNC(=O)c2ccco2)cc1OCC	-12	3	/	/	2	/	1	-2	/
COc1ccc(C)cc1NC(=O)c1nnn(CCc2ccccc2)c1N	1	-3	0	0	-1	-1	0	4	6
O=C(CSc1ccc2ccccc2c1)N1CCN(c2ccc(O)cc2)CC1	6	8	0	11	3	1	1	7	2

For convenience, 4 of the compounds above:
SMILES	PAFAH2 FP inh	PAFAH1B3 FP inh	Fam108B inh	GSTO1 counter	PAFAH1B2 inh	LYPLA1 counter	PAD4 FP inh	pPAFAH inh	PME-1 primary
COc1ccc(/C(C)=N\NC(=O)CSc2nnc(C)s2)cc1	-1	3	4	8	5	-2	2	-2	-12
Cc1cc(Cl)c(S(=O)(=O)NC2CCCC2)cc1OCC(=O)NC1CCCCC1	5	6	3	6	7	1	-2	1	1
CCCCn1c2c(c3ccccc31)CCc1nonc1-2	-5	-7	-2	1	4	-2	4	2	-4
COC(=O)c1ccc(C2C(C(=O)c3ccco3)=C(O)C(=O)N2CC2CCCO2)cc1 (centres undefined)	-4	3	-5	2	2	3	-2	-4	1

Screening data as filed in PubChem BioAssay.

These rows are one share of the data; rates above refer to the full screens.
